# Screening data as filed in PubChem.
# IMPase inh: qHTS Assay for Identifying the Cell-Membrane Permeable IMPase Inhibitors. 120,000 tested, under 10 active. Inositol monophosphatase 1 (Rattus norvegicus), P97697. inhibition (IP1 accumulation), % at 46.1 µM. CHO-M1 cells, IP1 accumulation, HTRF TR-FRET ratio; active means well fitted curve in the direction sought with a large enough effect in the signal ratio, not every such curve was filed as active; inconclusive means small, poorly fitted or top-dose-only effect, or a change in a side signal; inactive means no such curve, though single readings can be large or run the other way; the % refers to the signal ratio;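 further: cells stimulated with carbachol in lithium chloride buffer; plate controls were DMSO basal wells for no effect and reference inhibitor wells for full effect; higher means more IMPase inhibition seen as more IP1 and lower FRET ratio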
# Target sequence (P97697 whole entry, looked up): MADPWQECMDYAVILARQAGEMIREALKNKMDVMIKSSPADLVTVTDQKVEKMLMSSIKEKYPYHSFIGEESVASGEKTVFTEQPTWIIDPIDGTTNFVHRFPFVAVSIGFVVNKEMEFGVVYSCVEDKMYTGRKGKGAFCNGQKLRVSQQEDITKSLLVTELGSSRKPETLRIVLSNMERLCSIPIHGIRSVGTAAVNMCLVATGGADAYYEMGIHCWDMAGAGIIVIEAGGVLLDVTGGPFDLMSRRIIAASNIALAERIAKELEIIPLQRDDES
#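 CHO-M1 cells (CHO stably expressing M1 receptor), compound up to 46 uM final, stimulated with carbachol (50 uM as added) in buffer with 50mM LiCl, pH 7.4, 30 min at 37C. Cytosolic IP1 read by TR-FRET; AC50 from Hill fits.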
# PNC inhibitor: High Content Assay for Compounds that inhibit the Assembly of the Perinucleolar Compartment; PC3M PTB-GFP, PNC prevalence imaging, 16 h; stronger effect = lower value; 3.1% of 140,000 active; activity change (PNC), negative = inhibition, % at 10 µM;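 active means readout at or below -70, meaning at least 70% loss of cells showing the perinucleolar compartment, a nuclear body marking cancer cells; inconclusive means readout between -30 and a set limit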;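 further: plate controls were DMSO wells for no effect and camptothecin positive control wells for full effect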
#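 PC3M cells stably expressing PTB-GFP, 750–1000 cells/well, treated 16 h at 37 °C with compound (23 nl of library stock), in duplicate. After paraformaldehyde fixation and Hoechst stain, imaged at 20x; PNC prevalence scored by image analysis.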
# 12-hLO inh: qHTS Assay for Inhibitors of 12-hLO (12-human lipoxygenase). Polyunsaturated fatty acid lipoxygenase ALOX12 (Homo sapiens), P18054. purified 12-hLO, xylenol orange hydroperoxide absorbance. Potency, µM (highest dose often 57.1 µM), without a hit: at the highest dose activity change, negative = inhibition, hits mostly inhibitors. 0.12% of 150,000 active. AID 1452, 2008; further: potency means the concentration at half of the fitted maximal effect; nearly all actives have a fitted effect of over 55% in size; many of its hits are not listed in these tables
# Target sequence (P18054 whole entry, looked up): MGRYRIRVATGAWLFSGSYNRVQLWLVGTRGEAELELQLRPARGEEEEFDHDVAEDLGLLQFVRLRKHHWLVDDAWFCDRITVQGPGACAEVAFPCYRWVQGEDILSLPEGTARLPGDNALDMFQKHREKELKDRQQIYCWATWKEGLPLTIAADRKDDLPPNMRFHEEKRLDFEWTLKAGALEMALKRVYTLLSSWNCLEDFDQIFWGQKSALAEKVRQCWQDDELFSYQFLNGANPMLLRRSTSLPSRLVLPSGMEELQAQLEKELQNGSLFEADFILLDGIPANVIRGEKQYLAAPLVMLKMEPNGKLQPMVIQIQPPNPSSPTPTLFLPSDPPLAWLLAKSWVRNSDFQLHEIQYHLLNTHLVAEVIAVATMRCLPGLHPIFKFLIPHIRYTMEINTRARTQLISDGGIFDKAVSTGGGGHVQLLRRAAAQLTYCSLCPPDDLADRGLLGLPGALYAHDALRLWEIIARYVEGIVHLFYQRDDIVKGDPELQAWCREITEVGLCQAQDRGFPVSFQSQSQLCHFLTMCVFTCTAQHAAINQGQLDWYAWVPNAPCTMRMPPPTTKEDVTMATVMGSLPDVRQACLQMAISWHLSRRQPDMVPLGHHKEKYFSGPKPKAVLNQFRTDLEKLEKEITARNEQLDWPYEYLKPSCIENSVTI
#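 Hydroperoxide formation by human 12-lipoxygenase from 40 uM arachidonic acid was followed colorimetrically via ferric-xylenol orange complex, using the 573/405 nm absorbance ratio. Enzyme concentration was 150 nM, with 30 min reaction at room temperature.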
# ALOX15B inhib: qHTS Assay for Inhibitors of 15-hLO-2 (15-human lipoxygenase 2) | Polyunsaturated fatty acid lipoxygenase ALOX15B (Homo sapiens), O15296 | purified 15hLO-2, xylenol orange hydroperoxide absorbance | Potency, µM (series often up to 57.1 µM), inactives show at the top dose activity change, negative = inhibition, most hits filed as inhibitors | 0.56% of 110,000 active | AID 881, 2007; further: potency means the concentration at half of the fitted maximal effect; nearly all actives have a fitted effect of over 60% in size; many of its hits are not listed in these tables
#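 Purified human 15hLO-2 (50 nM) preincubated 15 min with compound, then 45 uM arachidonic acid for 90 min at RT in 25 mM Hepes pH 7.5, 0.01% Triton X-100. Hydroperoxide detected by Fe-xylenol orange; 573/405 nm absorbance ratio.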
# * hit, by the source's call; ? = inconclusive; nt = no result given; & = joins results of further samples; [ ] = dose if it differs, or a comment. Unless noted, the call rests on the fitted dose curve; in most records, active means well fitted curve in the direction sought with a large enough effect; inconclusive means small, poorly fitted or top-dose-only effect, or another doubt; inactive means no such curve, though single readings can be large; an effect the other way counts as inactive or inconclusive. Unless noted, on the % scale 0 is the no-effect control and ±100 the full control effect.
SMILES,IMPase inh,PNC inhibitor,12-hLO inh,ALOX15B inhib
COc1ccc(C(=O)CC2(CC(=O)c3ccc(OC)cc3)C(=O)N(C)C(=O)N(C)C2=O)cc1,-6.8,9.7,5.2%,8.1%
c1cncc(CNC2=NCCCCC2)c1,-3.3,-8.5,-6.5%,5.0%
O=C(CCCN1CCC(n2c(=O)[nH]c3ccccc32)CC1)c1ccc(F)cc1,9.0[20.6 µM],nt,-2.6%[25.6 µM],35.5%[activator][25.6 µM]
Cc1cc(OC(=O)CCNC(=O)OC(C)(C)C)c2c3c(c(=O)oc2c1)CCC3,12.7,-108.8*,2.6%,-7.3%
COc1ccc(-c2cc(C(F)(F)F)n3nc(C(=O)N4CCC5(CC4)OCCO5)cc3n2)cc1OC,-1.4,-1.9,-6.9%,6.9%
CCC(=NCCc1c[nH]c2ccccc12)c1c(O)n(-c2ccc(C)cc2)c(=O)[nH]c1=O,nt,-5.6,-2.9%,nt
O=C1/C(=C\c2ccccc2)C[C@@]2(O)[C@H]3Cc4ccc(O)c5c4[C@@]2(CCN3CC2CC2)[C@@H]1O5,7.8,nt,1.6%,24.0%
ClCC(Cl)CCl,nt,nt,-3.6%,1.2%
NC1=N[C@H](O)[C@H]2C3O[C@]4(O)O[C@H](C(O)[C@@]2(N1)[C@@H]4O)C3(O)CO (some centres undefined),nt,nt,-4.5%[0.00818 µM],-5.5%[0.0915 µM]
COc1ccc(NC(=O)c2ccc(COCC(F)(F)C(F)F)cc2)cc1,?,-5.3,0.0%,nt
c1cnc(N2CC3(CCNCC3)C2)nc1,nt,nt,3.2%,11.5%
O=C1c2ccccc2-c2cccc3cccc1c23,nt,nt,-4.7%,1.8%
O=C1c2ccccc2C2(c3ccc(Cl)cc3)NCCN12 (centres undefined),-6.1,22.7,-6.0%,2.5%
C=C(C)C#N,nt,nt,-1.2%,-14.8%
Cc1ccc2c(c1)C1CN(C)CCC1N2S(=O)(=O)c1ccccc1 (centres undefined),-11.0,11.2,0.2%,18.0%
CCS(=O)(=O)Nc1cccc(C(=C2CCCCC2)c2cnc[nH]2)c1,7.0,nt,-3.6%,36.8%[activator]
O=C(Cn1cnc2sc3c(c2c1=O)CCCC3)NCCCC(=O)N1CCC2(CC1)OCCO2,-1.1,3.3,8.8%,-1.7%
CCOC(=O)C1CN(C)CCC1=O (centres undefined),9.1,-21.3,-5.1%,0.6%
O=C(COC(=O)c1ccccc1)Nc1ccc(Cl)cc1C(=O)c1ccccc1,-2.3,?,-1.2%,nt
N[C@@H]1C[C@H]1c1ccccc1,-1.7,nt,-1.1%,3.2%
CCCCCCC(=O)OC1CC(C)(C)NC(C)(C)C1,nt,nt,-1.8%[0.00818 µM],37.2%[activator][0.0915 µM]
CC(=O)OC1N=C(c2ccc(Cl)cc2)c2cc(Br)ccc2NC1=O (centres undefined),-0.4,-28.5,-7.3%,7.3%
CNC(=O)Oc1ccc(-c2cn3cc(C)ccc3n2)cc1,nt,7.7,-0.1%,nt
CC(C)=CCCC1(C)C=Cc2c(O)c3c(c(CC=C(C)C)c2O1)OC12C(=CC4CC1C(C)(C)OC2(C/C=C(/C)C(=O)O)C4O)C3=O (centres undefined),nt,nt,?,-9.9%
Cc1ccc(N2C(=O)NC(=O)C(CCc3ccncc3)(Cc3cccc(Cl)c3Cl)C2=O)cc1 (centres undefined),-13.3,-10.7,-2.0%,nt
O=C1c2ccccc2C(=O)N1Cc1nc2ccccc2c(=O)n1-c1cccnc1,-0.4,6.2,-4.0%,-2.7%
CC/C(=N\Nc1ccccc1)c1c(O)n(C)c(=O)n(C)c1=O,3.4,9.8,-3.2%,nt
COCCOC(=O)C1=C(C)OC(N)=C(C(=O)OC)C12C(=O)Nc1ccccc12 (centres undefined),3.2,21.0,-4.3%,-24.9%
COc1ccc(CC2c3cc(OC)c(OC)cc3CCN2C)cc1OC (centres undefined),0.6&-1.7,14.5,-1.3%&-5.4%,13.4%&8.5%
Cc1cccc(C)c1NC1=NCCCCS1,7.8,?,-4.0%,-0.1%

# No new results follow: an excerpt of the list.
SMILES,IMPase inh,PNC inhibitor,12-hLO inh,ALOX15B inhib
CCCCCCC(=O)OC1CC(C)(C)NC(C)(C)C1,nt,nt,-1.8%[0.00818 µM],37.2%[activator][0.0915 µM]
CC(=O)OC1N=C(c2ccc(Cl)cc2)c2cc(Br)ccc2NC1=O (centres undefined),-0.4,-28.5,-7.3%,7.3%
CNC(=O)Oc1ccc(-c2cn3cc(C)ccc3n2)cc1,nt,7.7,-0.1%,nt

# Going on with the list.
SMILES,IMPase inh,PNC inhibitor,12-hLO inh,ALOX15B inhib
Clc1ccc(C(c2ccc(Cl)cc2)C(Cl)Cl)cc1,nt,nt,-5.0%,2.9%
Cc1ccc2cc3cc(C(=O)N4CCC5(CC4)OCCO5)oc3nc2c1,-3.4,39.6,-0.3%,-5.8%
CN1C[C@H](C(=O)N[C@]2(C)O[C@@]3(O)[C@@H]4CCCN4C(=O)[C@H](Cc4ccccc4)N3C2=O)C=C2c3cccc4[nH]cc(c34)C[C@H]21,nt,nt,-6.2%,-12.3%
CC1(C)CC(=O)C(C=NCCN2CCN(C(=O)Cc3ccc(Cl)cc3)CC2)=C(O)C1,-13.4,12.0,-4.3%,-4.2%
Nc1ccc(-c2ccccc2)cc1,nt,nt,-0.9%,-9.0%
Fc1ccc(C2=CCN(C(c3ccc(Cl)cc3)c3nnnn3Cc3ccccc3)CC2)cc1 (centres undefined),nt,-17.3,-5.8%,nt
N#CC(C(=O)C12CC3CC(CC(C3)C1)C2)c1nc2ccccc2[nH]1 (centres undefined),?,27.0,-1.5%,35.3%[activator]
CC[C@H](CO)NC(=O)[C@@H]1C=C2c3cccc4c3c(cn4C)C[C@@H]2N(C)C1,-0.3,nt,-5.1%,-7.9%
CCOCCN1CCN(c2nnc3n2-c2ccc(Cl)cc2C(c2ccccc2Cl)=NC3)CC1,3.5,-24.1,-6.7%,3.7%
Cc1ccccc1-n1c(O)c(C=NCCN2CCOCC2)c(=O)[nH]c1=O,-0.5,4.2,1.0%,-10.5%
CN(C(=O)Cc1ccccc1)[C@H](CN1CCCC1)c1ccccc1,5.5,nt,-5.3%,21.0%
CCCCn1c(O)c(C(C)=NCC2CCCO2)c(=O)[nH]c1=O (centres undefined),3.7,0.0,-4.2%,-4.9%
CC(=O)OC1(c2ccccc2)CCN(C)C(C)C1C (centres undefined),5.3,65.0,1.1%,nt
NNc1nncn1N,nt,nt,-3.4%[11.4 µM],-10.7%[11.4 µM]
CN(C)CCN=Cc1c(O)n(-c2cccc3ccccc23)c(=O)[nH]c1=O,-2.6,?,6.3%,2.8%[2.29 µM]
O=C(Oc1c(Cl)cc(Cl)c2ccccc12)N1CCCCC1,3.6,?,-22.1%,7.1%
CCCCNc1ccncc1S(=O)(=O)NC(=O)NC(C)C,1.8,10.4,-0.2%,nt
CCC(=O)c1c(O)n(C2CCCCCC2)c(=O)[nH]c1=O,7.4,9.6,6.3%,3.3%
CSc1ccc2c(c1)c(CCN)c(C)n2Cc1ccccc1Cl,nt,nt,2.7%[11.4 µM],19.4%[11.4 µM]
CCOC(=O)c1ccc2[nH]c(-c3ccc(S(=O)(=O)F)cc3)cc(=O)c2c1,nt,nt,3.8%[11.4 µM],-6.7%[11.4 µM]

# In a second layout: entries from further up
CCCCn1c(O)c(C(C)=NCC2CCCO2)c(=O)[nH]c1=O (centres undefined)
  IMPase inh: 3.7
  PNC inhibitor: 0.0
  12-hLO inh: -4.2%
  ALOX15B inhib: -4.9%
CC(=O)OC1(c2ccccc2)CCN(C)C(C)C1C (centres undefined)
  IMPase inh: 5.3
  PNC inhibitor: 65.0
  12-hLO inh: 1.1%
  ALOX15B inhib: nt

# Next records:
SMILES,IMPase inh,PNC inhibitor,12-hLO inh,ALOX15B inhib
O=c1[nH]c(=S)n(Cc2ccc(F)cc2)c(O)c1C=NCc1cccnc1,-2.8,60.6,10.2%,1.4%
O=[N+]([O-])c1cccc2c([N+](=O)[O-])cccc12,nt,nt,-2.1%,-6.9%
ClC(Cl)Br,nt,nt,-1.5%,1.9%
C=CC(=O)OCC(CC)CCCC (centres undefined),nt,nt,1.6%,5.0%
COc1ccc(CCn2c(O)c(C=NCc3cccnc3)c(=O)[nH]c2=O)cc1OC,6.1,1.9,-6.1%,-0.5%[2.29 µM]
N[C@@H](CCCCP(=O)(O)O)C(=O)O,-1.4,nt,-1.4%,-4.9%
CC1CCN(C(=O)CCl)CC1,nt,-24.2,-1.2%,nt
CCCN(CCC)[C@H]1CCc2c(F)ccc(O)c2C1,7.1&8.2,nt,5.3%&-5.7%,12.2%&3.3%
O=C1NC(=O)C2(Cc3ccccc3N3CCOCC32)C(=O)N1c1ccccc1 (centres undefined),7.5,3.2,1.9%,-5.6%
O=c1[nH]c(=O)n(-c2cccc(Cl)c2)c(O)c1C=NCCCN1CCOCC1,5.2,3.7,0.3%,4.0%
CCN(CC)c1ccc(N=Cc2c(O)n(CCC3=CCCCC3)c(=O)[nH]c2=O)cc1,-7.4,7.2,1.9%,4.6%
O=C(c1ccncc1)C12CN3CN(CN(C3)C1)C2,-14.1,-5.2,-0.6%,1.6%
COc1ccc(OC)c(CC(=O)O)c1,-2.1,?,0.0%,0.0%
C=CC(=O)OCCO,nt,nt,0.9%,-7.1%
C[C@H](c1ccccc1)N1CCN([C@@H](C)c2ccccc2)CC1,nt,nt,0.6%[11.4 µM],30.5%[activator][11.4 µM]
CS(=O)(=O)N1CCC2(CCCN(Cc3ccncc3)C2)CC1,nt,nt,2.1%,-1.8%
CN1CCN(Cc2ccccc2Sc2ccccc2)CC1,nt,-86.0*,-0.9%,nt
O=[N+]([O-])c1cccc(O)c1,nt,nt,-2.4%,-6.2%
CC(=O)c1ccc2c(c1)C1C(Cl)C(Sc3ccccc3[N+](=O)[O-])CC1C(c1ccccc1)N2 (centres undefined),?,-96.5*,-10.3%,-25.6%
Cc1ccccc1CCNCc1ccc(Br)cc1,nt,50.5,-3.9%,nt
COc1ccc(-c2nc3ccccc3n2OC(=O)N(C)C)cc1,5.1,19.7,7.4%,-0.5%
NC(CCl)=N[C@H]1CN2CCC1CC2,nt,nt,4.0%[11.4 µM],-5.7%[11.4 µM]
O=C(COc1ccc(S(=O)(=O)N2CCCCC2)cc1)N1CCN(Cc2ccccc2)CC1,3.3,?,-2.5%,-3.4%
C[C@@H](N)Cn1ccc2cc(F)c(Cl)cc21,7.3,nt,-4.7%,43.3%[activator]
O=C(c1csnn1)N1CCC[C@@]2(CCN(Cc3ccncc3)C2)C1,nt,nt,1.7%,7.2%
CC(=O)NC(C)Cc1ccccc1 (centres undefined),-3.2,3.1,0.5%,0.8%
ClC(Cl)C(Cl)Cl,nt,nt,-0.1%,-3.8%
O=C(CF)NC(Nc1cccc2cccnc12)C(Cl)(Cl)Cl (centres undefined),9.8,?,2.0%,1.7%
OCCN(CC#CC(O)(c1ccccc1)C1CCCC1)CCO (centres undefined),2.9,14.8,-0.2%,-4.5%
Cn1c(O)c(C=NCc2cccs2)c(=O)n(C)c1=O,1.0,5.2,-0.5%,0.6%
O=C(c1ccco1)c1cn(Cc2ccc(Cl)cc2)c2ccccc12,8.7,-29.6,-8.9%,15.3%
Cc1ccc(Cl)cc1N1CCN(CCN)CC1,-17.7,0.2,7.2%,22.4%
CCC(=O)CC(c1ccc([N+](=O)[O-])cc1)c1c(O)c2ccccc2oc1=O (centres undefined),0.0,14.1,0.7%,-7.6%
C=C(C)c1cccc(C(C)(C)NC(=O)NC2CN3CCC2CC3)c1 (centres undefined),0.8,-93.6*,-5.7%,23.2%

# Some of the compounds tested; rates above refer to the full screens.
